Bioassay records deposited in PubChem by several laboratories.
TWEAK Fn14 block: blocks TWEAK-Fn14 interaction in a reporter cell assay; hit rate 2% among 360,000; AID 1159606; TWEAK-stimulated Fn14 reporter cells, luciferase luminescence, 8 h; inhibition, % at 10 µM; in the data active = inhibition above about 50%
KKLEB tox: counter-screen for CF NF-kB inhibitors: cytotoxicity. AID 602141. activity change (cytotoxicity), % at 5 µM. KKLEB CF airway cells viability, ATPlite luminescence, overnight; active compounds read low; cells stimulated with P. aeruginosa culture filtrate. hit rate 0.36% among 360,000;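 active = corrected activity change at or below -50% at 5 µM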
aDG glyco up: increases alpha dystroglycan glycosylation; hit rate 0.22% among 360,000; activation, % at 10 µM; AID 624168; Pro5-aDG cells, alpha-DG glycosylation AlphaScreen (IIH6); 0% Pro5, 100% B10-LARGE cell signal;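 active = activation of at least 8% versus controls, or a plate z-score of at least 8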;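 also: Pro5 are CHO cells carrying HIG-tagged alpha-DG that lacks glycosylation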
NR2E3 ag-1: human photoreceptor-specific nuclear receptor agonism | CHO-S Gal4-NCOR/VP16-NR2E3 two-hybrid, luciferase | inhibition of corepressor binding, % at 3.98 µM | hit rate 0.35% among 360,000 | AID 602229;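 active = inhibition above the mean of all tested compounds plus 3 SD, cut at about 70% in these data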;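 also: 0% = DMSO with NR2E3 transfected cells and 100% = cells lacking NR2E3 construct; higher means lower luciferase signal from less NR2E3 corepressor binding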
Target sequence (Q9Y5X4 whole entry, looked up, the tested form may be a part): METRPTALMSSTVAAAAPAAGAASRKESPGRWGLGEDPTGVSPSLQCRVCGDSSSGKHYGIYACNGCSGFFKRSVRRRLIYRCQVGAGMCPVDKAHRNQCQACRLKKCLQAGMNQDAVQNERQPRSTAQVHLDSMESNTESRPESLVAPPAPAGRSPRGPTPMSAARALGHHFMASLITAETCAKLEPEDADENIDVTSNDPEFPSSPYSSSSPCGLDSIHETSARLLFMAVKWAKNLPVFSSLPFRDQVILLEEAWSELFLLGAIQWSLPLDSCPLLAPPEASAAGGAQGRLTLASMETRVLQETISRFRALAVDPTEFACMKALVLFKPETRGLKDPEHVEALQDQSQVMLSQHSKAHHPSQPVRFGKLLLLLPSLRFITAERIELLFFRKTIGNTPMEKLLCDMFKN
Peg3 prom inh: inhibitors of Peg3 promoter | HeLa PEG-Prom luciferase reporter, luminescence, overnight | inhibition, % at 20 µM | hit rate 1.7% among 360,000;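 active = inhibition of at least 50% at 20 µM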
CF NFkB inh: blocks PAF-induced NF-kB reporter in cystic fibrosis cells | KKLEB NF-kB-GFP reporter, GFP fluorescence overnight | inhibition, % at 5 µM | hit rate 0.86% among 360,000 | AID 588850;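 active = at least 50% inhibition at 5 µM, scaled per plate between neutral and stimulator controls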;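 also: PAF is a Pseudomonas aeruginosa culture filtrate used as stimulus; plate controls were PAF-stimulated DMSO wells for no effect and unstimulated DMSO wells for full effect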
hiPSC survival: hiPSC single-cell survival enhancement | hit rate 0.044% among 360,000 | ATPlite luminescence; 100% = ROCK inhibitor wells, 0% = DMSO | AID 602274 | survival enhancement, % at 20 µM; in the data active = survival enhancement above about 18%;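 also: cells exposed to compounds for 16 hours before the ATP read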
Shn3 3UTR inh: Schnurri-3 reporter inhibition in Clone20 osteoblasts; Clone20 osteoblast Shn3 3'UTR firefly luciferase, 24 h; inhibition, % at 12.5 µM; hit rate 0.52% among 360,000; AID 588674;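 active = mean inhibition of at least 75% with every replicate also reaching 75%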;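 also: 0% = median of neutral control wells and 100% = pilot-screen positive control compound; some compounds past the cut are filed as inactive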
HIF-2a inh: inhibitors of HIF-2a; 786-0 RCC cells HIF-2a reporter, luciferase luminescence, overnight; inhibition, % at 18.8 µM; hit rate 0.72% among 360,000;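 active = inhibition of the luminescence signal of 40% or more relative to plate controls, in a single-dose primary screen at 18.75 µM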
NR2E3 ag-2: activates human photoreceptor nuclear receptor NR2E3; GST-NR2E3/biotin-RetCOR TR-FRET, 1536-well; Q9Y5X4; hit rate 0.12% among 320,000; AID 2300; inhibition of corepressor binding, % at 4.78 µM;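 active = percent inhibition above the cutoff of mean plus 3 SD of all tested compounds, set per screening campaign, cut at about 20% in these data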;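 also: 0% = DMSO wells and 100% = biotin wells as full block of FRET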
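Format: 1536-well format; test system: GST-NR2E3 and biotin-RetCOR proteins; read-out basis: percent inhibition of TR-FRET ratio; timing: 5 h incubation at 4 °C; detection: time-resolved FRET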
TRPM1 prom inh: MITF TRPM1 promoter inhibition in SK-MEL-5 cells. SK-MEL-5 TRPM1 promoter luciferase, 24 h. inhibition, % at 12.5 µM. hit rate 0.83% among 330,000. AID 488899;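 active = mean inhibition across replicates of 60% or more, whatever share of single replicates reaches that level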; also: values of inactives mirror those of a sister screen read the other way
The depositor's hits bear a star; . = no result given.

SMILES	TWEAK Fn14 block	KKLEB tox	aDG glyco up	NR2E3 ag-1	Peg3 prom inh	CF NFkB inh	hiPSC survival	Shn3 3UTR inh	HIF-2a inh	NR2E3 ag-2	TRPM1 prom inh
COc1cccc(NC(=O)c2ccc3c(c2)CCN3S(C)(=O)=O)c1	-5	-1	-0.4	-33	-109	-18	-0.4	-36	-165	3	.
Cc1ccc(NC(=O)CSCC(=O)N(C)CC(=O)Nc2ccccc2C(F)(F)F)cc1	3	-8	0.2	-8	8	19	-0.4	8	7	.	0
CN(C(=O)CN1C(=O)/C(=C/c2ccccc2F)SC1=S)C1CCS(=O)(=O)C1 (centres undefined)	15	6	0.1	-11	-24	17	0.0	-10	1	0	-7
COc1ccc([C@H]2CC(=O)C=C(c3cc(F)ccc3F)C2)cc1OC	-13	-12	0.7	-14	20	12	0.1	2	27	1	-1
C[C@H](NS(=O)(=O)c1ccc(Cl)cc1)C(=O)OCC(=O)c1ccc[nH]1	-7	-2	0.1	15	15	2	-0.2	.	16	-2	13
O=C(O)C1Cn2c(nc3c(c2=O)C2(CCCC2)Cc2ccccc2-3)S1 (centres undefined)	1	3	0.4	0	10	6	-0.2	16	6	-2	-2
CCC(=O)NC(c1ccccc1)c1nc2ccccc2[nH]1 (centres undefined)	-16	-2	-0.5	-29	-93	-4	-1.4	-59	-192	0	-43
Cc1ccc(NC(=O)c2ccc(C#CC3(O)CCCCC3)cc2)cc1C	-15	0	1.1	-19	0	8	1.0	-9	2	-3	-2
COc1cc(C(=O)O)nc2ccccc12	-13	5	0.0	-6	9	4	-2.2	9	14	2	-14
CC(=O)C1=C(C)OC(N)=C(C#N)C1c1cccc([N+](=O)[O-])c1 (centres undefined)	11	12	0.1	-18	0	6	8.6	-17	13	-3	8
CCS(=O)(=O)N1CCCC(C(=O)NCc2ccc3c(c2)OCO3)C1 (centres undefined)	14	-2	-0.1	-25	13	9	0.5	-16	-3	0	-4
COc1cc2cc(C(=O)N/N=C/c3cccc(OC)c3OC)[nH]c2cc1OC	26	-4	-0.1	-22	32	-14	0.8	18	5	.	-5
COc1ccc(C(=O)N2CC(c3ccccc3)CC2=O)cc1 (centres undefined)	-31	-3	-0.1	-5	-90	6	-0.3	-4	-109	0	-14
Cn1c(=O)c(=O)n(C)c2cc(S(=O)(=O)N3CCCC3C(=O)Nc3ccc(F)cc3)ccc21 (centres undefined)	-11	1	0.1	-4	-9	0	1.5	3	-25	-1	-1
CCNc1nc(Oc2ccc(=O)[nH]n2)nc(N2CCOCC2)n1	11	-1	0.8	-22	4	-15	1.4	11	15	0	6
CCC(=O)Nc1ccc(S(=O)(=O)N2CCCCC2)cc1OC	-12	2	-0.1	-8	-2	2	-2.4	-5	4	-2	4
Cc1cccc(C)c1NC(=O)CN(C)C(=O)CN1C(=O)NC2(CCCC2)C1=O	3	18	0.0	-7	10	-6	0.1	-24	18	-6	-1
O=C(O)CC(c1ccccc1)c1ccccc1	15	5	-0.1	15	5	3	7.2	-6	21	1	-1
O=C(NNS(=O)(=O)c1ccccc1)C1CCCCC1	0	7	0.0	-1	4	-7	0.2	-17	2	3	9
Cc1ccc(C(=O)C(C)OC(=O)Cc2n[nH]c(=O)c3ccccc23)cc1C (centres undefined)	-1	-1	0.1	17	13	-11	0.6	3	9	-2	-2
COc1ccc(-c2c3c(=O)n(C)c(=O)n(C)c3cn2Cc2cccnc2)cc1	-30	-12	0.1	-22	-47	26	-1.0	-25	-81	3	-21
CC1(c2ccc3c(c2)OCCO3)NC(=O)N(CC(=O)Nc2c(F)cccc2F)C1=O (centres undefined)	1	3	-0.2	9	12	9	0.4	-18	5	5	-3
Cc1ccc(N2C(N)=C(C#N)C3(C(=O)N(C)c4ccccc43)C3=C2CC(C)(C)CC3=O)cc1Cl (centres undefined)	0	1	3.0	-42	4	8	-0.1	-1	14	2	10
O=C(CSc1nc(-c2ccc(F)cc2)cs1)N1CCc2ccccc21	10	8	0.6	-35	-16	-4	1.4	-8	-20	2	9
Nc1ccccc1C(=O)N/N=C1/C2CN3CCN(C2)CC1(Cc1ccccc1)C3	-12	-3	0.1	-47	-3	2	0.4	-2	-15	0	-9
Cc1ccnc(NC2(C(F)(F)F)N=C3SCCN3C2=O)c1 (centres undefined)	-21	10	0.0	-50	20	0	0.3	8	25	2	-3
CNC(=O)c1[nH]cnc1C(=O)Nc1ccccc1OC	6	3	-0.5	13	0	-17	-3.3	-3	-5	5	3
COC(=O)C1CCN(CC(=O)Nc2ccc(OC)c(Cl)c2)CC1	-3	-7	0.1	-8	11	8	-0.4	11	14	2	3
COc1ccccc1N1CC(C(=O)OCC(=O)c2c(N)n(C)c(=O)n(C)c2=O)CC1=O (centres undefined)	7	33	0.1	-12	0	-28	-1.2	7	8	.	.
O=C(Cn1cc2c(n1)CCCCC2)NCc1ccccc1	9	-6	-0.1	-1	-12	14	0.5	8	-7	7	.

Quoted from the listing:
O=C(CSc1nc(-c2ccc(F)cc2)cs1)N1CCc2ccccc21 @ TWEAK Fn14 block: 10
O=C(O)CC(c1ccccc1)c1ccccc1 @ NR2E3 ag-2: 1

Continuation:
SMILES	TWEAK Fn14 block	KKLEB tox	aDG glyco up	NR2E3 ag-1	Peg3 prom inh	CF NFkB inh	hiPSC survival	Shn3 3UTR inh	HIF-2a inh	NR2E3 ag-2	TRPM1 prom inh
CC(=O)/C(N=Nc1c(C)n(C)n(-c2ccccc2)c1=O)=C(\C)O	-6	5	-0.5	-33	9	0	-0.8	5	4	1	4
Cc1nc2ccccc2n(CC(=O)Nc2cc(Cl)cc(Cl)c2)c1=O	21	-2	1.0	-40	25	-3	3.8	8	19	2	-10
Cc1ccccc1C(=O)N1CCN(CCNC(=O)C(=O)Nc2ccc(Br)cc2)CC1	-24	1	0.6	5	11	-11	-0.4	21	28	-1	9
CC1(C)c2cc(Cl)ccc2-n2c1cc(O)c(-c1ccccc1)c2=O	-10	1	-0.2	-23	6	-10	1.6	.	13	-3	-2
COc1ccccc1OCCc1nnc(N)s1	-19	2	0.0	1	13	8	7.1	-5	-2	-1	0
OCCN(Cc1ccccc1)Cc1cccc(Cl)c1Cl	-5	-4	0.0	-10	21	20	-0.4	-14	5	1	-9
CCOC(=O)c1sc(NC(=O)c2ccc(CC)s2)nc1C	19	9	-0.3	-79	-264	0	-0.4	-60	-201	-4	-34
COc1ccc(N2CCN(C(C)C(=O)N3CCCC3)CC2)cc1 (centres undefined)	13	5	0.2	3	4	6	-0.6	14	16	-1	1
Cn1c(=O)c2cc(NC(=O)CCc3ccccc3)ccc2n1-c1ccccc1F	-5	-6	-0.1	-36	3	-13	2.6	56	-13	.	.
CNC(=S)N1CCC(NC(=O)C(Cc2ccc(F)cc2)NC(C)=O)CC1 (centres undefined)	21	9	-0.1	4	10	7	1.0	1	10	-5	0
C=CCN=C1N[C@@H](c2ccccc2)C(C(=O)OC)=C(C)N1CCOC	-12	-18	-0.1	-26	-9	11	0.8	-22	3	4	-9
COc1cc(NC(=O)n2ncc3cc(Cl)ccc32)cc(OC)c1	-27	3	0.0	-32	-250	-9	-0.9	-89	-219	5	-43
Cc1ccc(-c2cn(CCN)c(-c3ccncc3)n2)cc1	5	16	-0.3	12	-3	-8	-1.7	-13	5	0	-1
COC(=O)c1ccc(C(=O)NC2CCSc3ccccc32)cc1 (centres undefined)	-9	3	0.1	-34	-22	11	0.6	-11	-6	1	-9
OCCCCNc1cccc2ccccc12	2	6	0.7	-25	-99	-21	-1.6	-11	-51	-2	9
CCCn1c(N)c(N(CCOC)C(=O)c2cccc(Cl)c2)c(=O)[nH]c1=O	17	11	-0.1	-24	-7	2	-0.2	3	10	-5	-3
COc1ccc(CCNC(=O)CCC(=O)N2CCOc3ccc(Cl)cc32)cc1OC	20	-14	-0.2	-4	10	24	0.0	82	3	2	.
CCC(C)NC(=O)C1=CCN(S(=O)(=O)c2ccc(C)cc2)CC1 (centres undefined)	-8	11	-0.1	-4	24	-24	-0.8	-2	13	3	11
COc1ccc(N(CC(=O)N/N=C/c2cccnc2)S(=O)(=O)c2ccc(C)cc2)cc1OC	-5	10	3.1	2	16	-35	-0.1	-1	12	.	-7
Cc1cc(C)nc(Nc2n[nH]c(-c3ccc(C(C)(C)C)cc3)n2)n1	-1	-1	-0.2	7	-86	-27	1.4	1	-97	6	-22
CCCNC(=O)c1cc2c(c(-c3cccc(-c4cc5ccccc5o4)c3)n1)[C@H](CCO)N(C(=O)NC(C)C)C2	31	.	-0.2	-49	.	.	0.0	.	-24	.	.
Cc1cc2c(C)nc(-c3ccccc3)nc2o1	-21	-6	0.1	-71	-268	14	0.9	-71	-263	-3	-75
S=C(NC1CCCCC1)N1CCN(C/C=C/c2ccccc2)CC1	21	-18	0.9	5	11	14	-1.0	37	13	3	-15
COC(=O)CCc1c(C)c(C#N)c2nc3ccccc3n2c1N1CCCC1	1	-25	0.2	-3	16	11	0.0	-1	13	-1	-2
CCCCn1c(CCNC(=O)CC)nc2ccccc21	-8	16	-0.1	-4	7	-19	2.1	-2	10	2	-7
C[C@H]1CC[C@@]2(O[C@@H](CCO)C[C@H](O)[C@H]2O)O1	2	6	0.9	0	-6	17	-2.4	6	17	0	2
CC1CCCC(NC(=O)CSc2n[nH]c(=O)n2Cc2ccccc2)C1C (centres undefined)	-11	1	0.2	31	19	3	2.7	12	16	.	.
COc1ccc(C)cc1S(=O)(=O)Nc1cccc(-c2cn3cccnc3n2)c1	4	10	0.0	5	25	-14	-0.2	16	25	6	3
COc1ccc(N2CCN(C(=O)CCNS(=O)(=O)c3cccs3)CC2)cc1	11	6	0.1	6	22	-13	0.0	14	4	2	1
O=C(NC(=S)Nc1ccc(CN2CCCCC2)cc1)c1cc2ccccc2o1	-30	-18	0.0	1	-62	11	-0.6	-10	-71	-1	-7
CC(Sc1nnnn1C1CCCC1)C(=O)Nc1cccc(S(=O)(=O)N2CCOCC2)c1 (centres undefined)	8	-2	-0.3	-6	23	-8	4.7	15	6	-1	0
Cc1nnc2sc(-c3cccc(F)c3)nn2c1=O	12	8	0.0	-5	6	0	-0.3	-11	-24	-3	7
NS(=O)(=O)c1ccc(CCNc2ncnc3c2c(-c2ccccc2)cn3-c2ccc(F)cc2)cc1	29	-11	0.2	4	46	14	6.3	20	37	-1	3

Arranged by the number under HIF-2a inh (high to low): 3 from the list above
| SMILES | HIF-2a inh |
| --- | --- |
| CCCCn1c(CCNC(=O)CC)nc2ccccc21 | 10 |
| CC(Sc1nnnn1C1CCCC1)C(=O)Nc1cccc(S(=O)(=O)N2CCOCC2)c1 (centres undefined) | 6 |
| Cc1cc(C)nc(Nc2n[nH]c(-c3ccc(C(C)(C)C)cc3)n2)n1 | -97 |
